Screening results from PubChem.
PhoP inhibition: inhibitors of PhoP regulon expression, primary screen, Salmonella Typhimurium, GFP reporter (AID 1863) | S. Typhimurium PhoP-regulated promoter GFP reporter, 4 h; higher % means a stronger effect | inhibition, % at 50 µM, or IC50 in µM where a hit was titrated | 0.16% of 300,000 active;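 active = inhibition over 29.93%, a cutoff 3 SD above the screen mean, later confirmed by dose response; inconclusive = inhibition over 29.93% but no dose response follow-up; inactive = inhibition at most 29.93% or unconfirmed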;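 also: 0% = low Mg2+ inducing control and 100% = high Mg2+ repressing control; strong numbers were not always called active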
Rac1 GTP hydrolysis: MgcRacGAP GTPase-activating activity inhibitors, confirmation, biochemical, ADP Hunter fluorescence | 0.6% of 340,000 active | AID 624330, 2012 | Rac GTPase-activating protein 1 (Homo sapiens) | MgcRacGAP-stimulated Rac1 GTP hydrolysis, ADP Hunter fluorescence; higher % means a stronger effect; GST-tagged Rac1 F28L mutant substrate | inhibition, % at 30 µM; hits with a dose series show IC50 in µM;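 active = first-screen hits whose inhibition reached a set limit at any dose in the follow-up dose series; inconclusive = inhibition above the set first-screen limit but never retested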;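 also: fluorescence reports GDP produced by GAP-driven GTP hydrolysis; strong numbers were not always called active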
NS5 inhibitors: Dengue-2 NS5 methyltransferase inhibitors, primary screen, biochemical, confirmation dose response (AID 588689). Dengue-2 NS5 methyltransferase capping enzyme assay, biochemical; higher % means a stronger effect. inhibition, % at 25 µM; hits with a dose series show IC50 in µM. 0.3% of 340,000 active. Genome polyprotein (Dengue virus type 2 (strain 16681-PDK53)); in the data active = a potency from the dose series; inconclusive = inhibition above about 29% without an active follow-up result
West Nile antiviral: West Nile virus antiviral activity, cell-based, CPE readout (AID 1621). West Nile virus-infected cells, CPE inhibition; higher % means a stronger effect. 0.02% of 290,000 active. one-dose CPE inhibition, % at 10 µM; IC50 in µM for titrated hits; in the data active = a potency from the dose series; inconclusive = CPE inhibition mostly from about 3.7% at the one dose, without a potency; inactive = the rest, 99 in 100 with CPE inhibition below about 2.2%; also: strong numbers were not always called active
CSM14.1 death rescue: rescue of cells from ER stress-induced death, primary screen, 384-well, CSM14.1, thapsigargin, ATP luminescence (AID 1222). CSM14.1 thapsigargin-induced death rescue, ATP luminescence; higher % means a stronger effect. cellular ATP content (survival), % at 20 µM; hits with a dose series show EC50 in µM. 190,000 tested, under 10 active;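 active = EC50 below 50 µM in the dose-response confirmation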;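 also: death triggered by thapsigargin at about 15 µM added after 2 h compound pretreatment; cell ATP read after overnight thapsigargin exposure of roughly 18 to 22 hours; normalized against plate controls of thapsigargin alone and 5% DMSO vehicle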
Large T inhibition: SV40 large T antigen inhibitors, biochemical (AID 1903); 0.39% of 310,000 active; SV40 large T antigen ATPase/helicase inhibition assay; higher % means a stronger effect; inhibition, % at 20 µM; hits with a dose series show IC50 in µM; in the data active = a potency from the dose series; inconclusive = inhibition mostly from about 32% at the one dose, without a potency; inactive = the rest, 99 in 100 with inhibition below about 32%; also: strong numbers were not always called active
LYP phosphatase: inhibitors of LYP phosphatase, biochemical, fluorescence intensity, uHTS (AID 1779). recombinant LYP phosphatase, fluorescence intensity; higher % means a stronger effect. inhibition, % at 11.5 µM; hits with a dose series show IC50 in µM. 0.054% of 290,000 active; in the data active = inhibition above about 50%;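 also: plate controls were vehicle with enzyme for no effect and no enzyme for full effect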
GPR35 antagonists: GPR35 antagonists blocking zaprinast-driven arrestin recruitment, primary screen, imaging, U2OS, beta-arrestin-GFP, zaprinast agonist (AID 2058); G-protein coupled receptor 35 (Homo sapiens); U2OS GPR35 beta-arrestin-GFP translocation imaging, zaprinast antagonism; higher % means a stronger effect; one-dose inhibition, % at 10 µM; IC50 in µM for titrated hits; 0.052% of 290,000 active;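 active = inhibition of at least 50% with at least 30 cells and total cytoplasm GFP at most 10,000,000; inconclusive = under 30 cells or total GFP of 10,000,000 plus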
RSV CPE inhibition: RSV antiviral activity via CPE protection, HEp-2 cells, primary 10 µM value included (AID 2391). HEp-2 cells, RSV-induced CPE inhibition; higher % means a stronger effect. one-dose CPE inhibition, % at 10 µM; IC50 in µM for titrated hits. 0.13% of 310,000 active; in the data active = a potency from the dose series; inconclusive = CPE inhibition mostly from about 23% at the one dose, without a potency; inactive = the rest, 99 in 100 with CPE inhibition below about 21%; also: strong numbers were not always called active
NS5 inhibitors pilot replicate: recorded beside NS5 inhibitors, whose call it bears; inhibition, %; measured here: pilot screen replicate inhibition
Numbers without * were called inactive; ? = inconclusive; / = not tested or not shown.

SMILES	PhoP inhibition	Rac1 GTP hydrolysis	NS5 inhibitors	West Nile antiviral	CSM14.1 death rescue	Large T inhibition	LYP phosphatase	GPR35 antagonists	RSV CPE inhibition	others
Cc1ccc(-n2c(Cn3nc(C(F)(F)F)cc3C)n[nH]c2=S)cc1	0%	-1%	-5%	0.3%	2.1%	-9%	-4%	-7%	0.9%
CC(=O)c1cccc(CN2CCCCC2C(=O)Nc2ccc(Oc3ccccc3)nc2)c1 (stereo not drawn)	-6%	-2%	-7%	-0.2%	/	24%	-4%	12%	0.4%
Cc1nc2sccn2c(=O)c1S(=O)(=O)NCC1CCN(Cc2ccccc2Cl)CC1	4%	7%	-1%	-0.1%	/	2%	-5%	-2%	0.3%
O=C1CC(=O)C(n2cncn2)C(c2c(F)cccc2Cl)C1 (stereo not drawn)	-8%	7%	3%	-0.3%	0.0%	2%	-4%	0%	-0.5%	NS5 inhibitors pilot replicate=-0.9
CCOCCCn1cnc2c(c1=O)c1nc3ccccc3nc1n2-c1ccccc1	9%	16%	6%	1.0%	-1.1%	9%	-5%	5%	0.7%
Nc1nc(SCc2ccc(F)cc2)ns1	5%	5%	-5%	-0.2%	/	8%	-4%	-1%	0.3%
Cc1ccsc1/C=C1\SC(N)=NC1=O	-2%	12%	-10%	/	-0.5%	14%	4%	10%	5.7%
COc1cc(C(=O)N(CCc2ccccc2)C2CC3CCC(C2)N3C)cc(OC)c1OC (stereo not drawn)	8%	4%	-3%	-0.3%	-0.1%	-2%	-4%	3%	0.3%
CCOC(=O)C(Cc1c(F)cccc1F)(NC(C)=O)C(=O)OCC	8%	1%	12%	-0.3%	1.3%	-5%	-2%	3%	1.1%	NS5 inhibitors pilot replicate=1.5
CC(C)c1cc(C(=O)Nc2sc3c(c2C#N)CCC3)no1	2%	8%	4%	-0.1%	0.4%	14%	-4%	21%	5.2%
CCOC(=O)C1CCCN(C2=NC(=O)/C(=C/c3ccc(N(C)C)cc3)S2)C1 (stereo not drawn)	-4%	4%	-70%	0.4%	/	35%	3%	7%	1.6%
COc1ccc(-n2nc(C(=O)NCc3ccco3)c3c4ccccc4n(C)c3c2=O)cc1	-7%	1%	3%	-0.9%	-3.4%	8%	-5%	0%	0.8%
O=C(NN=C1C2CC3CC(C2)CC1C3)c1cc(Cl)ccc1O	6%	-8%	-3%	0.4%	-2.3%	13%	-3%	2%	2.4%
CCCCn1nnnc1SCC(=O)c1cc(Cl)ccc1OC	10%	9%	-5%	-0.4%	8.5%	0%	-1%	15%	0.5%
CCn1c(-c2ccc(-c3ccccc3)cc2)c[nH]c1=S	5%	12%	-12%	-0.2%	-4.3%	5%	-8%	-13%	24%
Cc1cccc(NC(=O)CCNS(=O)(=O)c2ccc3[nH]c(=O)oc3c2)c1	9%	12%	5%	0.7%	/	10%	-12%	18%	/
Clc1cccc(Cl)c1Cn1c(-c2cccnc2Cl)nc2ccccc21	1%	10%	3%	0.7%	2.0%	3%	-9%	-5%	2.9%
O=C(COc1ccc2ccccc2c1)Nc1cccc2c1C(=O)NC2=O	5%	/	/	-0.5%	1.8%	5%	-8%	-18%	0.0%
O=C(CSc1ccc(Cl)cc1)Nc1cc(-c2nc3ncccc3o2)ccc1Cl	-11%	/	/	-0.4%	9.4%	12%	-4%	-6%	0.7%
Cc1cccc(NC(=O)NC2CCCCCCC2)c1	-6%	9%	-12%	-0.9%	/	5%	-2%	-1%	2.0%
O=S(=O)(c1cccs1)N1CCN(CC(O)COC2CCCc3ccccc32)CC1 (stereo not drawn)	-13%	12%	2%	/	-0.1%	4%	-5%	0%	0.8%
CCN(CC)c1ccc(NC(=O)C2CC3CCC2C3)cc1 (stereo not drawn)	3%	?	23%	-0.4%	1.5%	?	-8%	0%	0.8%
O=C(O)C/C(=C\c1cccc(NC(=O)c2ccccc2Cl)c1)c1nc2ccccc2s1	8%	15%	2%	0.4%	/	7%	3%	2%	-0.3%
CSc1nc2ccc(S(=O)(=O)Nc3c(C)n(C)n(-c4ccccc4)c3=O)cc2s1	-5%	3%	-4%	0.1%	-1.9%	5%	-7%	-20%	-1.4%
COc1cc2c(cc1OC)C(C(=O)Nc1ccccn1)C(c1cccnc1)N(C)C2=O (stereo not drawn)	5%	1%	11%	0.2%	2.4%	16%	-7%	2%	1.1%
CCOC(=O)N1CCN(C(=O)/C(=C/c2ccc(F)cc2)NC(=O)c2ccccc2)CC1	16%	7%	0%	-0.1%	/	1%	-2%	6%	-0.1%
Cc1ccc(S(=O)(=O)Cn2nnnc2C(c2ccc(F)cc2)N2CCCCC2)cc1 (stereo not drawn)	5%	1%	-5%	-0.8%	0.3%	9%	-1%	8%	1.0%
O=C(CCN1CCN(c2ccccc2)CC1)Nc1ccccc1F	14%	2%	-10%	-0.2%	-1.8%	7%	-16%	0%	-0.8%
COC(=O)C[C@H]1c2cc(C(F)(F)F)ccc2S(=O)(=O)N1Cc1ccccc1OC	/	8%	-7%	-0.4%	/	14%	/	/	0.8%
O=C1C2C3C=CC(C3)C2C(=O)N1CCC(=O)N1CCc2ccccc21 (stereo not drawn)	-2%	7%	-1%	-0.5%	1.0%	10%	-5%	18%	-0.2%
COc1cccc(C(C(=O)NC2CCCC2)N(Cc2cccnc2)C(=O)Cc2cccs2)c1 (stereo not drawn)	-7%	5%	-7%	-0.6%	/	9%	-5%	0%	-0.2%
COc1cc2c(=O)n(CCCN3CCOCC3)c(=S)[nH]c2c(OC)c1OC	2%	6%	1%	0.1%	-0.7%	11%	2%	8%	-0.6%
Cc1ccc(S(=O)(=O)c2c(N)n(Cc3ccco3)c3nc4ccccc4nc23)cc1C	-7%	8%	17%	0.3%	-0.1%	2%	-8%	-18%	12%
CC(=O)Cc1nsc(NC(=O)c2ccccc2Cl)n1	-13%	9%	-12%	0.2%	15%	5%	0%	-3%	1.6%
CC(C)CCNC(=O)CCC(=O)NNc1nc2ccccc2c2nc(-c3ccccc3)nn12	-4%	6%	-1%	-1.4%	-2.0%	13%	-5%	6%	0.9%
Clc1cc(Br)ccc1NCc1cccnc1	1%	3%	-5%	-0.9%	/	9%	-3%	1%	22%
CC(=O)NC(Cc1ccccc1C)C(=O)NC1CCN(C(=O)c2cccc(C)c2)CC1 (stereo not drawn)	-1%	-3%	0%	0.1%	0.2%	7%	-9%	10%	1.0%
COc1cc(NC(=O)[C@@H]2CCCN2S(=O)(=O)c2cccc3cccnc23)cc(OC)c1OC	4%	8%	-1%	/	/	6%	/	/	1.7%
O=C(Nc1ccc(Cl)c(C(F)(F)F)c1)N1CCCC(O)C1 (stereo not drawn)	6%	2%	-1%	0.1%	-3.5%	5%	-5%	11%	-0.3%
COc1ccc(OCC(=O)Nc2cccc3cccnc23)cc1	0%	10%	-2%	0.2%	-0.9%	/	-1%	-4%	1.4%	NS5 inhibitors pilot replicate=-4.9

The last 2 records of the section before are carried over, then new ones follow.
SMILES	PhoP inhibition	Rac1 GTP hydrolysis	NS5 inhibitors	West Nile antiviral	CSM14.1 death rescue	Large T inhibition	LYP phosphatase	GPR35 antagonists	RSV CPE inhibition	others
O=C(Nc1ccc(Cl)c(C(F)(F)F)c1)N1CCCC(O)C1 (stereo not drawn)	6%	2%	-1%	0.1%	-3.5%	5%	-5%	11%	-0.3%
COc1ccc(OCC(=O)Nc2cccc3cccnc23)cc1	0%	10%	-2%	0.2%	-0.9%	/	-1%	-4%	1.4%	NS5 inhibitors pilot replicate=-4.9
O=C(O)/C=C/c1ccccc1[N+](=O)[O-]	-13%	11%	-2%	-0.4%	/	16%	-3%	2%	0.0%
CC(C)Cc1nnc(NC(=O)CCC(=O)Nc2ccc(Cl)cc2)s1	0%	4%	1%	-0.3%	/	-1%	-6%	18%	1.0%
COc1ccc(-n2c(=O)c3ccccc3n(Cc3ccc(F)cc3)c2=O)cc1OC	-6%	6%	-1%	-0.3%	-0.5%	11%	-1%	-4%	-0.5%
CCN1C(=O)c2ccccc2S(=O)(=O)c2ccc(C(=O)NCCOC)cc21	1%	7%	-8%	-0.2%	/	5%	-6%	9%	-0.3%
CC(C)CCn1c(N2CCOCC2)nc2c1c(=O)n(CC(N)=O)c(=O)n2C	12%	8%	-3%	-0.2%	0.0%	18%	-4%	-16%	0.9%
CCOc1ccc2nc(NCCNC(=O)C(C)(C)C)c(C)cc2c1	/	5%	-3%	-1.2%	0.6%	/	-3%	9%	-1.7%
Cc1cc(NC(=O)CCC(=O)N(C2CC2)C(C(=O)NC(C)(C)C)c2ccccc2Cl)no1 (stereo not drawn)	10%	4%	-8%	-0.2%	/	2%	-7%	-10%	2.1%
Cc1c(NC(=S)NC(=O)c2ccco2)c(=O)n(-c2ccccc2)n1C	6%	4%	-10%	-0.2%	-6.5%	10%	-4%	-2%	0.8%
O=S(=O)(NCC1(N2CCOCC2)CCCCC1)c1ccc(F)c(F)c1F	-6%	9%	-6%	/	/	4%	/	/	-1.9%
C=CCN1C(=O)c2ccc(C(=O)N3CCN(S(=O)(=O)c4ccc(C(C)C)cc4)CC3)cc2C1=O	-6%	4%	-5%	/	/	13%	/	/	-0.1%
CCCCSc1ccc2nc(-c3ccc(C#N)cc3)cn2c1	-6%	11%	3%	-0.4%	-0.7%	16%	-5%	3%	12%
COc1cccc(N2CCN(C(=O)c3ccc4nc(N5CCC(C)CC5)sc4c3)CC2)c1	-10%	/	/	-0.3%	/	14%	-1%	14%	16%
COc1ccc(CC(=O)Nc2ccc(-c3cn4ccccc4n3)cc2)cc1OC	20%	5%	-2%	0.1%	-1.1%	0%	-2%	7%	2.0%
Cc1nc2ccccc2c(=O)n1/N=C/c1cn(-c2ccccc2)nc1-c1cccs1	22%	8%	-3%	0.1%	-0.2%	45%	2%	2%	5.3%
O=C(N/N=C/c1sc(=O)[nH]c1-[n+]1ccccc1)c1ccccc1[O-]	-1%	13%	22%	0.1%	/	-24%	-2%	4%	0.1%
S=c1[nH]nc(-c2ccc3ccccc3n2)n1-c1ccccc1	-8%	15%	-13%	0.2%	-0.2%	22%	3%	11%	0.8%
CC12CN3CC(C)(CN(C1)C3c1ccc(Cl)cc1Cl)C2O (stereo not drawn)	/	3%	3%	-0.6%	-2.2%	/	4%	3%	-0.4%
CCOC(=O)CC1ON(C)C(=O)N1c1ccc([N+](=O)[O-])cc1 (stereo not drawn)	6%	3%	-12%	-0.1%	-4.7%	20%	4%	9%	1.0%
N#Cc1c2ccccc2nc2ccccc12	-4%	5%	-9%	-0.5%	/	23%	-9%	-10%	3.0%
O=C(O)C1=CC[C@@H](c2ccc(Cl)cc2)N(S(=O)(=O)c2ccc(Cl)cc2)[C@H]1c1ccccc1	1%	7%	16%	/	/	31%	/	/	16%
